MsrA inhibitor: inhibits bovine methionine sulfoxide reductase A; purified bovine MsrA, absorbance read-out; inhibition, % at 15.5 µM; hit rate 0.75% among 360,000; in the data active means inhibition above about 4.5%;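 further: 0% = vehicle wells with enzyme and 100% = reference inhibitor wells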
SKN-1 inh: inhibitors of C. elegans SKN-1; hit rate 0.49% among 360,000; inhibition, % at 21.8 µM; C. elegans VP596 Pgst-4::GFP/RFP ratio, acrylamide-induced, 24 h; AID 624304;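 active means interference check ratio from 0.5 to 1.5 plus GFP to RFP signal ratio inhibition reaching or exceeding a fixed threshold, cut at about 30% in these data, passing the limit was not always enough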; further: some compounds called inactive have numbers as strong as hits
FAS-TE inh: FAS thioesterase (human) inhibition; P49327; recombinant FAS-TE, OMFH fluorogenic substrate, fluorescence endpoint; inhibition, % at 15 µM; hit rate 0.67% among 360,000; AID 602261;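 active means compounds whose normalised, plate-corrected inhibition of enzyme fluorescence in the single-dose primary screen is 50% or more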;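 further: 0% = DMSO with enzyme and 100% = substrate without enzyme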
eLon inh: inhibitors of E. coli Lon protease; P0A9M0; purified E. coli Lon protease, fluorescence polarization; inhibition, % at 7.94 µM; hit rate 0.42% among 360,000; AID 602123; in the data active means inhibition above about 13%, passing the limit was not always enough;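 further: 0% = enzyme with probe and DMSO and 100% = no enzyme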
TbMetRS inhib: Trypanosoma brucei MetRS inhibition; purified T. brucei MetRS, ATP depletion, Kinase-Glo luminescence; inhibition, % at 11.9 µM; hit rate 0.4% among 360,000; AID 624268;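 active means inhibition above a per-plate cutoff of the control wells' mean inhibition plus 3 SD, cut at about 5.5% in these data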;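 further: 0% = DMSO wells median and 100% = median of wells with control inhibitor compound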
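Dosing: 11.9 µM single point; system: parasite MetRS enzyme; technique: luminescence of leftover ATP; times: 15 min enzyme-compound preincubation, 2 h reaction, 10 min detection, 25 °C; replicates: each compound tested once; read-out basis: percent inhibition relative to median high and low control wells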
bovine MsrA act: bovine methionine sulfoxide reductase A activation | activation, % at 10.6 µM | purified bovine MsrA, absorbance read-out | hit rate 0.3% among 360,000 | AID 602163; in the data active means activation above about 7.5%;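 further: 0% = vehicle and 100% = reference activator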
MT1-MMP act inh: inhibitors of human MT1-MMP activation; AID 651647; hit rate 0.061% among 360,000; HT1080 RFP-PRO-GFP cells, GFP/RFP ratio fluorescence, overnight; percent of plate control window, DMSO zero; P50281; GFP/RFP ratio change, % at 20 µM;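 active means GFP/RFP ratio change of at least 30% with cell ATP level not reduced by more than half and red fluorescence within 50% of control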; further: strong numbers were not always called active
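Test system: HT1080 cells expressing an RFP-PRO-GFP fluorescent reporter construct / Compound dosing: single-point 20 µM compound, 1% DMSO / Schedule: cells overnight before dosing, compound overnight, 37 °C, 5% CO2 / Evaluation: GFP/RFP fluorescence ratio / Control set: DMSO and RFP-L50D-GFP cell wells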
PABP1 MLLE inh: blocks PAM2 peptide binding to the PABP1 MLLE domain. hit rate 0.36% among 360,000. GST-MLLE / FITC-PAM2 fluorescence polarization. inhibition, % at 20 µM. AID 588489; in the data active means inhibition above about 35%, passing the limit was not always enough;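 further: plate controls were DMSO wells with GST-MLLE for no effect and wells lacking GST-MLLE protein for full effect; some results filed as inactive read as strong as hits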
CendR NRP1 mod: NRP-1/CendR interaction modulation | O14786 | FAM-RPARPAR peptide binding to NRP-1, fluorescence polarization | inhibition, % at 25 µM | hit rate 0.85% among 360,000 | AID 602438;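 active means inhibition or corrected inhibition above about 18%, plus a signal ratio from 0.5 to 1.5, limit read from the data, passing the limit was not always enough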; further: strong numbers were not always called active
* marks the source's active call; other numbers are inactive results; . = not tested or not shown. Compounds as they come, and some 4% of all compounds hit somewhere here.

Value order – PABP1 MLLE inh, eLon inh, CendR NRP1 mod, TbMetRS inhib, MsrA inhibitor, SKN-1 inh, bovine MsrA act, FAS-TE inh, MT1-MMP act inh
CCCN(CC(=O)Nc1ccccc1OC)CC(=O)c1c(N)n(Cc2ccccc2)c(=O)n(C)c1=O
    -15, 0, 1, 0.3, 1.4, 9, -3, 26, -5
Cc1cc(C)c(Cn2cnc(-c3ccc([N+](=O)[O-])cc3)c2)c(C)c1
    10, -11, -7, 0.3, 2.1, 7, -3, 54*, -8
CCOc1ccc(C(=O)Cn2cnnc2C#N)cc1
    -3, -3, 8, -0.2, -1.4, -8, -1, 1, -1
COc1ccc(CCNC(=O)c2ccc3c(c2)N(Cc2ccccc2)CCS3)cc1OC
    15, -5, 2, 0.0, 0.9, 6, 2, 15, -4
CCN(CC(=O)Nc1ccccc1C(F)(F)F)C(=O)CCS(=O)(=O)c1ccc(Cl)cc1
    15, -2, -1, -0.3, -0.8, -5, -2, -1, 0
CC(=O)c1cc(NC(=O)c2ccccc2)c(=O)oc1C
    10, -10, -38, 0.1, 0.7, -10, -2, -2, -2
COc1ccc(CNC(=O)C(C)Sc2ccc(S(=O)(=O)N3CCOCC3)cn2)cc1 (stereo not drawn)
    20, 5, 14, -0.1, 0.7, 4, 0, -1, 1
CCCn1nc(C(=O)NNC(=O)Cc2ccc(S(=O)(=O)N3CCOCC3)s2)c2ccccc2c1=O
    4, -13, -13, -0.1, -0.7, -9, -12, -10, -2
COc1ccc(/C=C/C(=O)Nc2ccccc2C(=O)NCC(c2ccc(OC)cc2)N(C)C)cc1 (stereo not drawn)
    0, -1, 6, -0.2, 1.3, -7, -2, 7, -1
O=C(O)CCC(=O)c1ccc2c(c1)OCCCO2
    -1, 2, -5, 0.0, -0.7, -5, 0, -5, -2
OC[C@@H]1CN(CCN2CCOCC2)C[C@H](n2cnc3c(Nc4ccccc4)ncnc32)O1
    -6, 3, 2, -0.3, -0.7, 3, -4, -9, -1
O=C(Nc1ccc(Cl)cc1N1CCOCC1)C1CC1
    7, 0, -2, -0.6, -1.6, -8, -4, -6, 2
CCCC(NC(=O)c1ccc(Br)o1)c1nc2ccccc2[nH]1 (stereo not drawn)
    3, -2, -15, -0.1, -0.6, -6, -2, -4, -4
COC(=O)N/N=C/c1ccc(-c2ccc(Cl)cc2Cl)o1
    3, 8, 18, 0.7, 2.3, -39, -8, 11, 6
O=C(O)CCCn1cc(NC(=O)COc2ccc([N+](=O)[O-])cc2)cn1
    12, 10, 9, 0.3, 0.8, 1, -2, -2, -3
O=C(O)C(Cc1ccccc1)N1C(=O)/C(=C/c2cccnc2)SC1=S (stereo not drawn)
    23, 18, -9, -0.3, 1.6, -9, -5, 2, -1
CC(=O)Nc1ccc2c(c1)C(N1CC3CCC(CC3)C1)c1ccccc1-2 (stereo not drawn)
    0, 7, -6, -0.2, -0.1, 7, -2, 27, -4
OCCC1CN(Cc2cnn(-c3ccc(F)cc3)c2)CCN1Cc1ccsc1 (stereo not drawn)
    2, 1, -2, -1.1, -1.2, 5, -4, -7, 4
COc1ccccc1-c1ccc(Nc2cccc(C(F)(F)F)c2)nn1
    -17, 7, 11, 0.4, -0.8, 12, -1, -2, 4
O=C(NCc1ccco1)C(=O)NCC1OCCCN1S(=O)(=O)c1ccc(Cl)cc1 (stereo not drawn)
    23, -6, 4, -0.5, 0.2, 13, -4, -2, -1
CCOCCCNC(=S)N1CCC(NC(=O)c2ccco2)CC1
    -23, 3, -3, 0.1, 0.9, -5, -3, -7, 2
Cc1nc(SCC(=O)NCC(F)(F)F)c2c(-c3cccs3)csc2n1
    -6, 1, 4, -1.8, 0.5, 3, -11, 2, 0
COC(=O)N/N=C(\C)c1ccc(OC(F)F)cc1
    -23, 2, 7, -0.2, -1.6, 0, 0, -6, 3
O=C(NCCc1ccccc1)C(=O)c1c(-c2ccccc2)cc2ccccn12
    5, -5, -4, 0.8, -0.4, 6, -3, 4, 3
Cc1c(-c2ccccc2)n(O)[n+]([O-])c1-c1ccccc1
    -4, 6, 0, -0.3, 0.3, 15, -2, -10, -6
COc1cc(/C=N/NC(=O)c2ccc3c(c2)OCCO3)cc(Br)c1O
    -4, -9, 0, 0.2, 5.2*, 8, -5, -6, 2
CCOC(=O)c1c(NC(=O)CCCN2CCOCC2)sc2c1CC(C)(C)OC2
    10, -11, 9, 0.0, 1.3, 19, 0, -10, -3
CC(=O)N1CCN(C(=O)c2cc3ccccc3o2)CC1
    -3, 3, 10, -0.7, 1.1, -10, -2, -6, -1
CCN1CCN(C(=S)Nc2ccc([N+](=O)[O-])cc2)CC1
    -40, 8, 14, -0.5, 2.6, -8, -2, -5, 9
CCOc1ccc(C(=O)N2CCc3cc(OC)c(OC)cc3C2)cc1OCC
    -4, 0, -6, 0.2, 1.1, 23, -1, -1, 2
CCOc1ccc(NC(=O)c2ccc3c(c2)N(C)CCS3)cc1
    -1, -2, 23, -0.1, 0.2, 8, -3, -2, 4
CCOC(=O)/C(N=O)=C(\O)C1CCN(C(=O)OCC)CC1
    2, -4, -6, 0.1, -0.2, 1, -2, -13, 1
Cc1nc(SCC(=O)c2ccc(Cl)cc2)c([N+](=O)[O-])[nH]1
    8, 1, 0, 0.2, 1.8, -14, -3, -4, 2
CC(C)CC1Nc2ccc(C(=O)NCCCN3CCCCC3C)cc2NC1=O (stereo not drawn)
    1, -3, -2, 0.1, 2.2, 14, -1, -4, -3
Fc1ccc2nc(N3CCOCC3)sc2c1
    0, 6, 11, -0.8, -0.4, 8, -8, -2, -2
COc1ccccc1C(=O)COC(=O)COc1cccc2c1OC(C)(C)C2
    -6, 0, 9, -0.2, -1.1, 6, -3, 14, 0
Cc1[nH]c2ccc(-c3n[nH]c(=S)n3-c3ccc(Br)cc3)cc2c1C
    -63, 7, -6, -0.5, 0.3, -6, -2, 1, 2
CN(C)CCCOc1ccc(-c2cccc3nncn23)cn1
    -2, -1, -9, -0.1, 0.0, -8, 1, -3, -6
C/C(Cc1ccccc1)=N\NC(=O)CNC(=O)c1cccc(F)c1
    -8, 1, -80, -0.4, 1.1, -1, -3, -8, 0
COc1ccc(CCNC(=O)CSc2nnnn2-c2ccc(OC)c(OC)c2)cc1OC
    -10, -4, 13, -0.7, -0.3, 5, -3, -8, 3
Cc1ccc2ncnc(Nc3ccccc3)c2c1
    4, 2, 10, -0.8, 0.9, 8, -1, 0, -7
CC1(C)Cc2cccc(OCC(=O)N3CCN(c4ccccc4)CC3)c2O1
    -6, -2, 7, -0.5, -0.6, -15, 0, 0, 0
CCOC(=O)CCCCCC(=O)Nc1ccc2c(c1)C(=O)N([C@H](C)CO)C[C@@H](C)[C@H](CN(C)Cc1ccc3c(c1)OCO3)O2
    -11, -4, -2, 0.1, -1.3, 0, 2, -5, -3
CCOC(=O)CCc1c(C)c(C#N)c2nc3ccccc3n2c1-n1cnc2ccccc21
    -12, 2, 10, -1.0, -1.6, 4, -1, 3, 2
COC(=O)c1nn(-c2ccc(OC)cc2)ccc1=O
    1, -9, -13, 0.1, 1.8, 10, -1, -6, 2
O=c1ccc2cc(S(=O)(=O)N3CCN(c4ccccc4)CC3)ccc2[nH]1
    -10, -5, -1, 0.1, 1.5, 17, 1, -3, 2
CCCn1c(CCC(=O)O)nc2cc(S(N)(=O)=O)ccc21
    17, 0, -2, -0.7, 0.7, -1, -2, -3, 0
CCOc1nc(-c2ccc(OC)cc2)ccc1-c1noc(-c2cc(OC)c(OC)c(OC)c2)n1
    -50, -5, 33, -0.3, -0.5, 27, -1, 26, -18
Cc1cccc(NC(=S)N(c2ccccc2)C(C)C)c1C
    7, -16, 3, -0.5, 0.4, -6, -4, 0, 1
O=[N+]([O-])c1cccnc1SCc1ccccc1
    7, 12, -4, 0.0, 0.8, 29, 0, 24, -8
CC1(C)CC(=O)C=C(NCCN2CCN(C(=S)Nc3ccccc3)CC2)C1
    -22, -7, 13, -0.7, 0.3, 9, -4, -3, 1
C[C@H](O)[C@@]1(O)CC[C@H]2[C@@H]3CC[C@@H]4C[C@H](O)CC[C@]4(C)[C@H]3CC[C@@]21C
    2, -4, 4, -0.1, 0.0, 5, -1, 0, -2
NS(=O)(=O)c1ccc(O)c(NC(=O)c2ccc([N+](=O)[O-])cc2)c1
    -2, -10, -3, 0.2, 1.2, 6, -3, 0, -2
Cc1cc(C)nc(NN2C(=O)/C(=C/c3ccc(O)cc3)SC2=S)n1
    -125, -214, -195, 0.2, ., 5, -4, -17, -87
Cc1ccc(Nc2nc3c(c(=O)[nH]2)CCCC3)cc1
    -1, -4, -6, -0.1, 0.3, 5, -2, -5, -4
Cc1cc(N2C(=O)C(O)=C(C(=O)c3ccco3)C2c2cccc(Oc3ccccc3)c2)no1 (stereo not drawn)
    -7, 4, -12, -0.1, 0.7, -6, -6, 7, -7
CN1CCN(S(=O)(=O)c2cccc(C(=O)Nc3cc(C(F)(F)F)ccc3N3CCCCC3)c2)CC1
    -67, 2, -3, -0.3, 0.9, 10, -2, 17, -2
COc1cc(NC(=O)Cn2ncc(Cl)c(Cl)c2=O)c(C)cc1[N+](=O)[O-]
    1, 2, -3, -0.6, 0.5, -12, -4, 10, -22
COc1ccc(OCCn2cnc(Cl)c2Cl)cc1
    -1, -2, 1, -0.4, -0.8, -14, -9, 4, 3

Source: PubChem
